Assay outcomes (PubChem)
CRE Fsk mod = modulators of forskolin-stimulated CRE signaling in CHO cells; AID 662; 71,000 compounds, 2.5% hits; CHO CRE-bla reporter (cAMP response element driving beta-lactamase), forskolin EC10, beta-lactamase ratio; Potency, µM (doses to about 38.2 µM), without a hit: at the top dose activity change, negative = inhibition, most hits filed as activators; active means well fitted activation curve with a large enough effect in the signal ratio, with a control signal flat, not every such curve was filed as active; inconclusive means small, poorly fitted or top-dose-only effect, or effect the other way, or a change in a side signal; the % refers to the signal ratio; further: potency means the concentration at half of the fitted maximal effect; % of control where 0% means no effect
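CRE-bla CHO reporter cells treated with compound titration plus EC10 NKH 477 (water-soluble forskolin), incubated 3 h at 37 °C; CCF4 loading 2 h at room temperature, 460/530 nm emission ratio read, AC50 values derived for positive or negative modulators.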
FLuc inh = firefly luciferase inhibition; 72,000 compounds, 2.2% hits; Potency, µM (doses to about 57.1 µM), for inactives: at the highest dose activity change, negative = inhibition, usual class: inhibitors; purified firefly luciferase, luminescence, 8 min; P08659; further: potency means the concentration at half of the fitted maximal effect; on the % scale 0 is the no-effect control and ±100 the full control effect; nearly all actives have a fitted effect of over 40% in size
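Luminescence read-out after 8 min at room temperature; enzyme reaction used luciferin plus 10 uM ATP (linear range) in imidazole buffer pH 7.2 with KCl, MgCl2, Tween 20 and BSA. Each sample was run as a titration.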
BRCT inh green = blocks human BRCA1 BRCT binding to phosphopeptide, green readout; P38398; BRCA1 BRCT-phosphopeptide binding, green fluorescence polarization; Potency, µM (doses to about 76.9 µM), for the others: at the top dose activity change, negative = inhibition, actives largely listed as inhibitors; 75,000 compounds, 0.05% hits; AID 875;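 further: potency means the concentration at half of the fitted maximal effect; plate controls were peptide without protein for full effect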
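Fluorescence polarization: His-tagged BRCT (~35 kDa BRCA1 C-terminus, 250 nM) bound to 100 nM fluorescein-labeled phosphorylated 10-aa BACH1 peptide, pH 7.3 phosphate buffer with DTT and Tween 20. Compounds incubated 12 min at room temperature; inhibition read as lowered polarization.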
Casp7 inh = blocks human caspase-7 allosterically or competitively; 75,000 compounds, 0.02% hits; recombinant caspase-7, Ac-DEVD-AFC fluorescence rate; P55210; Potency, µM (highest dose often 57.5 µM), for inactives: at the top dose activity change, negative = inhibition, actives largely listed as inhibitors; active means well fitted inhibition curve with a large enough effect in the main read-out, with a control signal flat, not every such curve was filed as active; inconclusive means small, poorly fitted or top-dose-only effect, or a change in a side signal; further: potency means the concentration at half of the fitted maximal effect; % of control where 0% means no effect
A350 autofl = compound fluoresces in the Alexa 350 spectral region. Compound autofluorescence, 340/450 nm, Alexa 350 dye-equivalents; hits give high values. max dye-equivalent concentration, M. 59,000 compounds, 11% hits; in the data active means max dye-equivalent concentration above about 10 nM; inconclusive means mostly about 1.1 nM to 9.6 nM
HEK293 cAMP ctrl = raises cAMP in parental HEK293 cells, TSHR agonist counter-screen; parental HEK293 CNG cAMP sensor, membrane potential fluorescence; Potency, µM (top dose mostly 57.1 µM), inactives show top-dose activation, most hits filed as activators; 73,000 compounds, 2.5% hits; AID 938; further: potency means the concentration at half of the fitted maximal effect; % of control where 0% means no effect; nearly all actives have a fitted effect of over 55% in size
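Parental HEK 293 cells stably expressing a cAMP-gated CNG channel were loaded with membrane potential dye containing 100 uM RO 20-1724 for 60 min. Compound added for 30 min; depolarization read as fluorescence intensity at 590 nm.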
Caspase-1 inhib = caspase-1 (human) inhibition, allosteric or competitive; P29466; Caspase-1 enzyme, Ac-WEHD-AFC fluorogenic rate; Potency, µM (top dose mostly 57.5 µM), without a hit: at the top dose activity change, negative = inhibition, actives largely listed as inhibitors; 75,000 compounds, 0.03% hits; AID 900;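 further: potency means the concentration at half of the fitted maximal effect; plate controls were vehicle for no effect and no substrate for full effect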
Target sequence (P29466 120-297 limits assumed): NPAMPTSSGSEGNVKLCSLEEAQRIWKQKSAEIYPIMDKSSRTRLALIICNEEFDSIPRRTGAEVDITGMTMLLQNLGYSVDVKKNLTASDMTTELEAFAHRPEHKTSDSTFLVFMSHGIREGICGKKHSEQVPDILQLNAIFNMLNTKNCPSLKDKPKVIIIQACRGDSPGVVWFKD
Target sequence (P29466 317-404 limits assumed): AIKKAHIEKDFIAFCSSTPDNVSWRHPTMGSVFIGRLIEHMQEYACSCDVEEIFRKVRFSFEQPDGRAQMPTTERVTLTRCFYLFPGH
Tau filament bind = tau filament binding; P10636; recombinant tau filaments, thioflavin S fluorescence, 15 h; filaments grown with octadecylsulfate alongside compound; Potency, µM (top dose mostly 57.1 µM), for inactives: top-dose activity change, negative = inhibition; 71,000 compounds, 2% hits;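 further: potency means the concentration at half of the fitted maximal effect; on the % scale 0 is the no-effect control and ±100 the full control effect; actives lower thioflavin S fluorescence by blocking filaments or displacing dye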
Target sequence (P10636 whole entry, looked up): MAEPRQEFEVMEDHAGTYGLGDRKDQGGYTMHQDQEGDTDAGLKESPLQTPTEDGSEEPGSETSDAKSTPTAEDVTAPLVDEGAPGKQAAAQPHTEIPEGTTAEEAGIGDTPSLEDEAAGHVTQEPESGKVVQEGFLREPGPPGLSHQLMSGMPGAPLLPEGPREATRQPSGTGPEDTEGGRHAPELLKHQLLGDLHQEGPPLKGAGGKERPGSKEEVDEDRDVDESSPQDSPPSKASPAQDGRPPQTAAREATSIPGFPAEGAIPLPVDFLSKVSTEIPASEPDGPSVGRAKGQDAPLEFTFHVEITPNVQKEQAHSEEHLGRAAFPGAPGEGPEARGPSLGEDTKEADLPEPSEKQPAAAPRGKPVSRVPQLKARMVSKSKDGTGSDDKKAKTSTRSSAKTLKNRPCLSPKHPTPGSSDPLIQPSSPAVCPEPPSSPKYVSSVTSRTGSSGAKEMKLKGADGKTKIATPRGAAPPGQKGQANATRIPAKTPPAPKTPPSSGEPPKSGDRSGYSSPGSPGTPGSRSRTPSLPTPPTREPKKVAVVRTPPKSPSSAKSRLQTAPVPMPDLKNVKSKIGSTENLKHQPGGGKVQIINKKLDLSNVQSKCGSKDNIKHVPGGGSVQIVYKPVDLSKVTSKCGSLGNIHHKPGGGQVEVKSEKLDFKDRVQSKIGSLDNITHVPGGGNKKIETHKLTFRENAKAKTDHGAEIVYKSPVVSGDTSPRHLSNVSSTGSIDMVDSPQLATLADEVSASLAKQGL
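Read-out: ThS fluorescence, 450 nm excitation/510 nm emission; lower signal marks blocked filament formation or displaced dye. Tau at 1 uM with 30 uM ODS, 10 uM ThS, 5 mM DTT, 100 mM NaCl, 10 mM HEPES pH 7.4; 15 h, 37 C.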
BRCT inh red = BRCT-phosphoprotein interaction inhibition (red fluorophore); 75,000 compounds, 0.03% hits; Potency, µM (series often up to 76.9 µM), inactives show top-dose activity change, negative = inhibition, most hits filed as inhibitors; AID 892; BRCT-phosphopeptide binding, red fluorescence polarization; P38398; further: on the % scale 0 is the no-effect control and ±100 the full control effect
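Rhodamine-labelled pBACH1 10-mer (100 nM) bound to BRCT domain (100 nM) at pH 7.3; compounds incubated 12 min room temperature, polarization read. Free peptide defines full inhibition; unlabelled decapeptide titrated as control.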
USP2a inhib = USP2a (human) protease inhibition. O75604. AID 927. 60,000 compounds, 0.1% hits. Potency, µM (doses to about 38.3 µM), for inactives: top-dose activity change, negative = inhibition, hits mostly inhibitors. USP2a enzymatic assay, qHTS inhibition;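 further: potency means the concentration at half of the fitted maximal effect; nearly all actives have a fitted effect of over 60% in size; plate controls were DMSO for no effect and NEM full inhibition control for full effect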
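20 nM USP2 core + cpd, 30 min RT; add 20 nM Ub-PLA2/20 uM NBD C6-HPC; read Ex460/Em535 at 0 h and 2.5 h. Normalized to NEM; qHTS curve fit/classification.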
ERK AVP block = blocks ERK signaling stimulated by vasopressin; HEK293-V1b, vasopressin-stimulated pERK AlphaScreen; Potency, µM (titrated, usually from 57.5 µM), without a hit: top-dose activity, negative = inhibition, hits mostly inhibitors; 72,000 compounds, 0.99% hits; further: potency means the concentration at half of the fitted maximal effect; on the % scale 0 is the no-effect control and ±100 the full control effect; nearly all actives have a fitted effect of over 55% in size
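HEK293 cells stably expressing V1b receptor, seeded overnight in 1% FBS, were treated with compounds for 30 min at 37C, then stimulated 5 min with 25 nM vasopressin; phospho-ERK read by AlphaScreen SureFire after lysis.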
The depositor's hits bear a star; i = inactive; ? = inconclusive; / = not tested or not shown; & = joins results of further samples; [ ] = another dose, or the depositor's remark. Unless noted, the call rests on the fitted dose curve; in most records, active means well fitted curve in the direction sought with a large enough effect; inconclusive means small, poorly fitted or top-dose-only effect, or another doubt; inactive means no such curve, though single readings can be large; an effect the other way counts as inactive or inconclusive. A portion of the library; count on the stated rates, not on these rows.

SMILES	CRE Fsk mod	FLuc inh	BRCT inh green	Casp7 inh	A350 autofl	HEK293 cAMP ctrl	Caspase-1 inhib	Tau filament bind	BRCT inh red	USP2a inhib	ERK AVP block
COCCn1c(SCc2ccccc2Cl)nc2c1c(=O)[nH]c(=O)n2C	?	-1.7%	0.2%	-1.3%	?	-2.9%	-0.9%	14.0%	-0.7%	8.4%	?
C[N+](C)(C)Cc1ccccc1	-2.6%	/	-0.2%	1.0%	/	-17.9%	-1.3%	-0.9%	0.3%	/	29.6%
COc1ccc2c(c1)/C(=C/c1cnc[nH]1)C(=O)N2	/	/	-1.6%	-2.9%	/	/	-1.1%	/	1.4%	-1.0%	?
C[C@H](N[C@@H](C)CCc1ccccc1)[C@H](O)c1ccc(O)cc1	-11.8%	-1.3%	-2.3%	-0.1%	?	?	1.9%	-10.6%	-1.1%	3.0%	?
CN(C)/C=c1\sc2c(C#N)cc(C(=O)c3ccc(Br)cc3)n2c1=O	6.1%	-0.9%	-1.2%	-6.3%	i	-3.5%	-3.9%	-18.1%	1.5%	38.0%[activator]	-7.9%
C=CCc1cc(OC)c2c(c1OC)OCO2	/	/	-1.6%	1.3%	/	/	-1.6%	/	1.1%	-19.6%	-20.5%
CNc1ccc2oc(C[C@@H]3O[C@@]4(CC[C@H]3C)O[C@@H]([C@@H](C)C(=O)c3ccc[nH]3)[C@@H](C)C[C@H]4C)nc2c1C(=O)O	?	-1.5%	/	/	5.35e-08M*	12.2%	/	-16.0%	/	/	/
COC1=CC(=O)O[C@@H](/C=C/c2ccccc2)C1	-12.0%	/	4.2%	-2.3%	/	17.0%	-0.2%	11.9%	0.0%	/	-35.0%
O=C(Nc1ccccc1)N1CC[C@@]2(CCCN(C(=O)Oc3ccccc3)C2)C1	-17.9%	1.4%[11.4 µM]	0.9%	-0.6%	i	?	-2.7%	1.4%	-0.6%	60.8%[activator]	-1.7%
NCCSC(c1ccccc1)c1ccccc1	-1.2%[7.6 µM]	1.0%[11.4 µM]	-0.9%[15.4 µM]	3.6%[11.5 µM]	i	-2.1%[11.4 µM]	1.6%[11.5 µM]	-18.3%[11.4 µM]	-0.6%[15.4 µM]	/	12.5%[11.5 µM]
COC(=O)[C@H]1C(=O)[C@H](C(=O)OC)[C@@H]2CC[C@H]1N2C	?	0.2%[11.4 µM]	-1.0%[15.4 µM]	-1.9%[11.5 µM]	?	-2.1%[11.4 µM]	-0.7%[11.5 µM]	11.0%[11.4 µM]	-0.4%[15.4 µM]	/	18.1%[11.5 µM]
Oc1cccc(Cl)c1Cl	3.3%	/	-1.5%	0.3%	/	-45.6%[inhibitor]	-0.9%	1.5%	-0.2%	/	4.1%
CCCCN1C2CCC1CC(OC(c1ccc(F)cc1)c1ccc(F)cc1)C2 (stereo not drawn)	/	/	-2.5%	3.3%	/	/	-1.9%	/	0.6%	12.9%	?
NC(CO)Cc1ccccc1 (stereo not drawn)	/	/	0.3%[3.08 µM]	0.3%	/	/	5.0%	/	0.4%	-7.3%	-8.0%
O=S(=O)(c1ccc(Cl)cc1)c1ccc(Cl)cc1	16.4%&13.0%	/	0.0%&0.8%	-1.9%&-3.3%	/	-2.1%&5.0%	1.4%&-2.6%	6.6%&3.6%	0.1%&0.4%	/	41.8%&10.8%[activator]
CCC(C)C(=O)O[C@@H]1C[C@@]2(C)C(c3ccoc3)OC(=O)CC23OC2(C)O[C@@]14[C@@]1(C)C(CC(=O)OC)C5(C)CC1(O)C(O)(C5OC(=O)C1(C)OC1C)C(OC(C)=O)[C@@]34O2 (stereo partly drawn)	/	/	0.2%[3.08 µM]	-0.2%	/	/	-0.3%	/	1.8%	65.5%[activator]	6.9%
c1cc(C2N3CCCN2CC3)ccn1 (stereo not drawn)	?	0.9%[11.4 µM]	0.4%[15.4 µM]	0.8%[11.5 µM]	i	-1.8%[11.4 µM]	0.3%[11.5 µM]	8.4%[11.4 µM]	0.0%[15.4 µM]	/	10.2%[11.5 µM]
CC[C@H](C)C(=O)O[C@@H]1[C@H](O)[C@@H]2[C@H](CN3C[C@@H](C)CC[C@@H]3[C@@]2(C)O)[C@@H]2C[C@@]34O[C@@]5(O)[C@@H](OC(=O)[C@](C)(O)CC)CC[C@@]3(C)[C@H]5[C@H](OC(C)=O)[C@@H](OC(C)=O)[C@H]4[C@]12O	2.8%[17.1 µM]	10.5%[25.5 µM]	-3.1%[34.4 µM]	-1.0%[25.7 µM]	i	9.0%[25.6 µM]	6.9%[25.7 µM]	-14.9%[25.6 µM]	-0.9%[34.4 µM]	16.9%[17.1 µM]	19.8%[25.7 µM]
Cc1ccc(S(=O)(=O)N2CN3CCN(C3)C2)cc1	?	1.6%	-1.6%	3.7%	i	1.7%	1.1%	3.8%	0.0%	-10.7%	-2.2%
c1ccc(C2CC3CC(c4ccco4)N2O3)cc1 (stereo not drawn)	-5.4%[7.6 µM]	5.3%	0.2%	1.1%	/	7.7%[11.4 µM]	0.7%	-4.0%[11.4 µM]	0.3%	1.8%[7.66 µM]	-5.7%
COC(=O)COc1cc(C)cc2oc(=O)c3c(c12)CCCC3	?	1.0%	3.8%	-0.1%	i	23.5%	-0.3%	14.6%	-0.6%	6.6%	-23.7%
O=C(O)CCCC[C@@H]1SC[C@H]2NC(=O)N[C@@H]12	/	/	0.1%	-1.1%	/	/	4.5%	/	-1.7%	/	11.6%
Cc1cc2c(s1)NC(=O)CN=C2c1cccs1	-0.1%	3.7%	0.7%	-2.5%	i	23.9%	0.0%	-0.6%	0.5%	-11.9%	-4.6%
CCc1ccccc1NC(=O)CSc1nnc([C@@H](N)Cc2c[nH]c3ccccc23)o1	-3.3%	-2.6%	-0.2%	-3.4%	i	-3.8%	-4.5%	-23.6%	1.0%	29.9%	-11.4%
N[C@@H](CCP(=O)(O)O)C(=O)O	0.2%[7.6 µM]	1.2%[11.4 µM]	-1.5%[15.4 µM]	1.9%[11.5 µM]	i	-4.8%[11.4 µM]	2.7%[11.5 µM]	-3.2%[11.4 µM]	-0.7%[15.4 µM]	/	13.5%[11.5 µM]

Overlap with the part before: two entries, followed by the next part.
SMILES	CRE Fsk mod	FLuc inh	BRCT inh green	Casp7 inh	A350 autofl	HEK293 cAMP ctrl	Caspase-1 inhib	Tau filament bind	BRCT inh red	USP2a inhib	ERK AVP block
CCc1ccccc1NC(=O)CSc1nnc([C@@H](N)Cc2c[nH]c3ccccc23)o1	-3.3%	-2.6%	-0.2%	-3.4%	i	-3.8%	-4.5%	-23.6%	1.0%	29.9%	-11.4%
N[C@@H](CCP(=O)(O)O)C(=O)O	0.2%[7.6 µM]	1.2%[11.4 µM]	-1.5%[15.4 µM]	1.9%[11.5 µM]	i	-4.8%[11.4 µM]	2.7%[11.5 µM]	-3.2%[11.4 µM]	-0.7%[15.4 µM]	/	13.5%[11.5 µM]
Cc1ccccc1CS(=O)(=O)Cc1ccc(C(=O)N2CCC3(CC2)OCCO3)o1	?	2.0%	-1.0%	-3.9%	i	-1.6%	0.1%	-1.0%	0.6%	-1.1%	?
c1cc2c(cc1[C@H]1OC[C@H]3[C@@H]1CO[C@H]3c1ccc3c(c1)OCO3)OCO2	?	1.5%[11.4 µM]	/	/	i	?	/	?	/	/	/
O=C(CSc1nnc(-c2ccccc2)o1)n1c2c(c3ccccc31)CCCC2	-7.6%	0.5%	-1.4%	-1.0%	i	?	-0.5%	13.1%	1.6%	-1.1%	-3.1%
ClCC[N+]12CC[N+](CCCl)(CC1)C2 (tested in a mixture with another compound)	2.8%[7.6 µM]	1.6%[11.4 µM]	-0.8%[15.4 µM]	-0.5%[11.5 µM]	i	3.6%[11.4 µM]	4.2%[11.5 µM]	-9.2%[11.4 µM]	-4.8%[15.4 µM]	/	-5.5%[11.5 µM]
NC(=O)Nc1cccc(C(F)(F)F)c1	?	-1.4%	-2.2%	1.7%	i	1.3%	-0.7%	5.2%	1.5%	3.7%	-20.6%
O=C(O)CBr	-10.7%	/	-2.1%	0.9%	/	-21.4%	-1.8%	16.8%	1.3%	/	5.2%
COC(=O)c1cncn1C(C)c1ccccc1 (stereo not drawn)	12.6%	0.5%	-1.6%	-0.7%	i	12.0%	2.0%	-4.6%	0.4%	-3.4%	34.1%[activator]
